L3MBTL1 block: blocks human L3MBTL1. AlphaScreen L3MBTL1–H3K9me1 peptide binding. Potency, µM (titrated, usually from 57.1 µM), without a hit: top-dose activity, negative = inhibition, actives largely listed as inhibitors. 0.66% of 230,000 active. AID 485360; note: % is set by controls: 0 for no effect and ±100 for the full control effect; nearly all actives have a fitted effect of over 60% in size
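First, the protein-peptide complex forms for 30 min at room temperature (L3MBTL1 50 nM, biotinylated H3K9me1 peptide 75 nM). Next, compounds are pin-transferred and incubated 30 min. Finally, AlphaScreen beads are added and read after 30 min.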
ALDH1A1 block: blocks purified human ALDH1A1 activity | AID 1030 | Purified ALDH1A1, NADH fluorescence, propionaldehyde substrate | Potency, µM (top dose mostly 75.3 µM), for inactives: at the top dose activity, negative = inhibition, usual class: inhibitors | 7.3% of 220,000 active; active = well fitted inhibition curve with a large enough effect, not every such curve was filed as active; inconclusive = small, poorly fitted or top-dose-only effect, or another doubt; inactive = no such curve, though single readings can be large or run the other way;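 note: plate controls were no enzyme wells and a reference inhibitor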
Target sequence (P00352 whole entry, looked up): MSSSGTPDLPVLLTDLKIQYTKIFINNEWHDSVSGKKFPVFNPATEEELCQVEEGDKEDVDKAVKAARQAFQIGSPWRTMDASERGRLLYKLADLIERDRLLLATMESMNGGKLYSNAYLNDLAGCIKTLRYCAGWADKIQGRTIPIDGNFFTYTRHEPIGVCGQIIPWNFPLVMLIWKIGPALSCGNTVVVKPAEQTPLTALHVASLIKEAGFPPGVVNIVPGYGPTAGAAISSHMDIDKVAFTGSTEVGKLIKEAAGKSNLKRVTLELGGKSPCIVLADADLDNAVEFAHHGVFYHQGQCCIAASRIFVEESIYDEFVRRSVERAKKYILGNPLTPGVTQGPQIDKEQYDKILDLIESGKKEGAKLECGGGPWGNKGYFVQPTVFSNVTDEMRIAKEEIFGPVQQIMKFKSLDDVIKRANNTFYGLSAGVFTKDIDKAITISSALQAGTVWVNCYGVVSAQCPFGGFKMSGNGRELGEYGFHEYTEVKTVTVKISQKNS
Tau fibril ThT: tau fibrillization inhibition (ThT binding); Potency, µM (highest dose often 57.4 µM), for inactives: at the top dose activity, negative = inhibition, most hits filed as inhibitors; recombinant tau K18 P301L, heparin-induced fibrillization, ThT fluorescence; P10636; 2.1% of 270,000 active; note: % is set by controls: 0 for no effect and ±100 for the full control effect; nearly all actives have a fitted effect of over 55% in size
Target sequence (P10636 561-689 P618L limits assumed): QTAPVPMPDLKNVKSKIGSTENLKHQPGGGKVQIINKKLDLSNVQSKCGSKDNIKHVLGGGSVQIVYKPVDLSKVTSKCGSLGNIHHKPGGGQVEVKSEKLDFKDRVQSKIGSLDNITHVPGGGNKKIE
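ThT emission at 510 nm, taken 1 hr after adding 30 uM dye, quantifies aggregates formed when 20 uM heparin acts on human tau K18 P301L for 6 hr at 37 C.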
RECQ1 helicase: inhibitors of human RECQ1 DNA helicase. P46063. RECQ1 DNA unwinding, red fluorescence kinetic read. Potency, µM (doses to about 57.3 µM), without a hit: at the highest dose activity, negative = inhibition, hits mostly inhibitors. 0.54% of 240,000 active. AID 2549;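 note: plate controls were vehicle for no effect and no enzyme for full effect; nearly all actives have a fitted effect of over 30% in size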
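50 nM RECQ1T1 preincubated 15 min with compound in Tris pH 8.0 buffer with MgCl2, DTT, Tween-20 and 2.5 ug/ml poly(dI-dC); started with 200 nM TAMRA/BHQ-2 forked duplex and 2 mM ATP. Unwinding read as fluorescence (525/598 nm), two reads 2 h apart.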
KDM4E inh: inhibitors of human JMJD2E histone demethylase; JMJD2E catalytic domain, FDH-coupled NADH fluorescence (FDH is formaldehyde dehydrogenase); 1.6% of 230,000 active; B2RXH2; Potency, µM (titrated, usually from 57.1 µM), for the others: at the top dose activity change, negative = inhibition, actives largely listed as inhibitors; active = well fitted inhibition curve with a large enough effect, not every such curve was filed as active; inconclusive = small, poorly fitted or top-dose-only effect, or another doubt; inactive = no such curve, though single readings can be large or run the other way;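 note: 0% = wells with enzyme and -100% = buffer wells without enzyme; nearly all actives have a fitted effect of over 50% in size; many of its hits are not listed in these tables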
Target sequence (B2RXH2 1-337 limits assumed): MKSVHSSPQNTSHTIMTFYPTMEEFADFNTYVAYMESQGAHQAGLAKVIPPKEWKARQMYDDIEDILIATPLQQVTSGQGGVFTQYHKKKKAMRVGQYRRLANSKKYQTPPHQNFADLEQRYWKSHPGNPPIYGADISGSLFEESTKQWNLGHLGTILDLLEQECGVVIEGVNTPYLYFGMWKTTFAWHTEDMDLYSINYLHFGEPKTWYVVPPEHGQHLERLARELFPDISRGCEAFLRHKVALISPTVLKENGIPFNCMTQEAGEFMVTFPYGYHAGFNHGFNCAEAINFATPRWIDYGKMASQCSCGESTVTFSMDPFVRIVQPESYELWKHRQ
Lamin A splicing: modulators of lamin A splicing; HeLa LMNA splicing GFP/RFP minigene ratio, 48 h; 0.01% of 200,000 active; Potency, µM (series often up to 46.1 µM), inactives show at the highest dose ratio change, negative = inhibition, most hits filed as inhibitors; AID 1487; active = well fitted inhibition curve with a large enough effect in the signal ratio, with a control signal flat, not every such curve was filed as active; inconclusive = small, poorly fitted or top-dose-only effect, or effect the other way, or a change in a side signal; the % refers to the signal ratio; note: % is set by controls: 0 for no effect and ±100 for the full control effect
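S3 HeLa cells stably expressing lamin A-EGFP splicing minigene plus DsRed2, 600 cells/well, 48 h compound exposure at 37C. Laser-scanning cytometry; analysed as GFP (500-530 nm)/RFP (575-640 nm) total intensity ratio; 0.5% DMSO vehicle.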
SMN2 splice enh: enhancers of SMN2 splice variant expression; HEK293 SMN2-luciferase splicing reporter, luminescence, 30-36 h; Potency, µM (titrated, usually from 46.1 µM), for the others: top-dose activity change, positive = activation, hits mostly activators; 2.8% of 210,000 active; AID 1458; note: % of control where 0% means no effect; nearly all actives have a fitted effect of over 55% in size
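qHTS luciferase splicing reporter: luminescence rises when SMN2 exon 7 is included in transfected HEK293 cells. Compound exposure lasted 30-36 h at 37C, with 4.5 mM final sodium butyrate as control, followed by a ONE-Glo read.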
KinaseGlo FLuc: counter-screen: inhibitors of Kinase-Glo firefly luciferase; 0.28% of 200,000 active; Q27757; Potency, µM (doses to about 38.3 µM), for inactives: top-dose activity change, negative = inhibition, most hits filed as inhibitors; Kinase-Glo luciferase, ATP luminescence, 8 min; note: % is set by controls: 0 for no effect and ±100 for the full control effect; nearly all actives have a fitted effect of over 60% in size
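Inhibition of Kinase-Glo luciferase light generation was assessed at 10 uM ATP in pH 7.2 imidazole buffer, with luminescence measured after eight minutes at ambient temperature.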
* = called active by the depositor; i = inactive; ? = inconclusive; . = no result given; & = joins results of further samples; [ ] = another dose, or the depositor's remark. Unless noted, calls come from the whole dose curve; as a rule, active = well fitted curve in the direction sought with a large enough effect; inconclusive = small, poorly fitted or top-dose-only effect, or another doubt; inactive = no such curve, though single readings can be large; an effect the other way counts as inactive or inconclusive. Potency is the fitted concentration of half-maximal effect.

SMILES	L3MBTL1 block	ALDH1A1 block	Tau fibril ThT	RECQ1 helicase	KDM4E inh	Lamin A splicing	SMN2 splice enh	KinaseGlo FLuc
CC(=O)N1Cc2ccccc2CC1C(=O)O (stereo unspecified)	.	-4%	-6%	i	-3%	18%	7%	-5%
O=C(O)c1ccc(OCc2occc2C(=O)O)cc1	.	10%	0%	3%	-3%	-1%	10%	0%
CCN(CC)S(=O)(=O)c1ccc(Cl)c(NC(=O)COc2ccccc2[N+](=O)[O-])c1	-13%	18%	3%	6%	2%	-1%	-3%	-1%
O=C(Nc1cc(C(F)(F)F)ccc1Cl)C(NCc1ccccc1)c1ccccc1 (stereo unspecified)	23%	-6%	-5%	-9%	-8%	?	-45%[inhibitor]	2%
COCC(C)OC(=O)/C(C#N)=C\c1coc2ccc(C)cc2c1=O (stereo unspecified)	-1%	?	?	i	?	?	-14%	-1%
COc1ccc(CNC(=O)c2c(F)c(F)c(F)c(F)c2F)cc1	-1%	-4%	3%	i	7%	?	-12%	5%
COc1ccccc1NC=C1C(=O)OC2(CCCCC2)OC1=O	0%	0.056µM*	-8%	-6%	-24%	8%	-14%	0%
Cc1nn(Cc2c(F)c(F)c(F)c(F)c2F)c(C)c1NC(=O)c1c([N+](=O)[O-])c(C)nn1C	.	-2%	-7%	i	-2%	10%	1%	-2%
CC(C)CCCC(C)NS(=O)(=O)Cc1ccccc1 (stereo unspecified)	.	?	-5%	-5%	0%	-3%	-5%	1%
N#C/C(=C\c1ccc(O)c(O)c1)C(=O)Nc1ccccc1	-21%	?	13µM*	-11%&-8%	16µM*	?	22µM*	-4%&1%
COc1cc(-c2cc(C(=O)Nc3c(Cl)cc(Cl)cc3Cl)c3ccccc3n2)cc(OC)c1OC	2%	?	-10%	-6%	?	?	7%	1%
[O-][n+]1c2ccc3nonc3c2nn1-c1ccccc1Cl	3%	?	1%	0%	?	5%	-2%	1%
COCCCNC(=O)C(Cc1ccccc1)NS(=O)(=O)c1ccc2c(c1)c(=O)n(C)c(=O)n2C (stereo unspecified)	5%	9%	4%	-15%	-18%	5%	2%	1%
O=C(Cn1cnc2ccccc21)Nc1cccc([N+](=O)[O-])c1	?	9%	-1%	i	0%	.	-37%[inhibitor]	7%
COc1ccc(C(=O)N/N=C/c2ccc(OC)c(CN3CCCc4ccccc43)c2)cc1	?	?	-6%	2%	2%	?	-37%[inhibitor]	-2%

Marked active in KDM4E inh (from the list above):
canonical_smiles,L3MBTL1 block,ALDH1A1 block,Tau fibril ThT,RECQ1 helicase,KDM4E inh,Lamin A splicing,SMN2 splice enh
N#C/C(=C\c1ccc(O)c(O)c1)C(=O)Nc1ccccc1,-21%,?,13µM*,-11%&-8%,16µM*,?,22µM*

Next part
SMILES	L3MBTL1 block	ALDH1A1 block	Tau fibril ThT	RECQ1 helicase	KDM4E inh	Lamin A splicing	SMN2 splice enh	KinaseGlo FLuc
O=C(Nc1cccnc1Cl)c1noc2c1CCc1ccccc1-2	.	10%	-13%	0%	0%	.	.	-2%
Cc1ccc(-n2nnnc2-c2ccco2)cc1	-3%	?	1%	8%	2%	2%	-10%	-9%
O=C(N/N=C/C=C\c1ccc([N+](=O)[O-])cc1)c1cccnc1	-3%	6%	?	6%	-7%	4%[46 µM]	.	.
CCOc1ccc(C(C)=O)cc1COC(=O)C1=COCCO1	48%[activator]	14µM*	1%	9%	-29%	20%	13%	-6%
O=C(Nc1ccccc1O)c1cc(S(=O)(=O)N2CCOCC2)c(Cl)cc1Cl	0%	3%	-8%	-12%	2%	?	-33%[inhibitor]	-4%
COCCNC(=O)C(=O)N/N=C/c1ccccc1C(F)(F)F	6%	2%	5%	-7%	-3%	-5%	11%	0%
CCOC(=O)c1ccc(NC(=O)CSc2nnc(-c3cccs3)n2C)cc1	6%	-3%	?	i	?	5%	-15%	-1%
CCc1ccc(OCC(=O)NCCN(C)C)c(Br)c1	-4%	-3%	1%	-5%	-3%	21%	-1%	-3%
O=C(Cc1cn2ccsc2n1)NCCc1ccc(F)cc1	-2%	6%	0%	i	-4%	0%	14%	-2%
CCOCCCN1CN(Cc2ccccc2)CNC1=S	-4%	-16%	-5%	0%	-4%	-5%	-1%	-1%
Cc1ccc2nc(-c3cccc(N)c3)oc2c1	.	?	?	-12%	?	0%	?	-26%
CCOc1ccc(/C=N/NC(=O)Cc2cccs2)cc1	-1%	.	-8%	-14%	0%	.	.	.
CCCCCCc1cc2cc(S(=O)(=O)c3ccc(C)cc3)c(=O)oc2cc1O	32%[activator]	?	-12%	-5%	?	?	-26%	-1%
COc1ccc(NC(=O)NCCC2=CCCCC2)cc1	10%	-2%	-6%	i	9%	.	13µM*	-1%
O=C(Nc1ccc2nc3n(c(=O)c2c1)CCCCC3)c1ccccn1	8%	?	-5%	-6%	2%	?	3.2µM*	-9%
COc1ccc(C(=O)N/C(=C\c2ccc3c(c2)OCO3)C(=O)NCCc2nc3ccccc3[nH]2)cc1	-1%	?	-1%	-6%	-13%	-5%	0%	3%
O=c1c(-c2cc(F)cc(F)c2)nc2cnc(N3CCNCC3)nc2n1CCc1ccccc1	.	?	.	-4%	.	.	-1%	1%
Cc1ccc2c(Cl)cc(Cl)c(OCC(=O)OCC(=O)Nc3ccc(C#N)cc3)c2n1	-25%	-10%	9%	5%	1%	-14%	-10%	2%
O=[N+]([O-])c1ccc(N2CCN(CCOc3nonc3-c3ccccc3)CC2)c(Cl)c1	2%	?	?	-5%	9%	6%	-48%[inhibitor]	-5%
Cc1c(C(=O)N2CCOCC2)[nH]c2c1C(=O)CC(c1ccc(Cl)cc1)C2 (stereo unspecified)	-1%	-5%	-4%	-5%	-3%	7%	-32%[inhibitor]	-3%
O=C(NNC(=O)C12CC3CC(CC(C3)C1)C2)c1ccco1	18%	-2%	0%	i	-3%	.	.	4%
Cc1ccc(C(=O)Nc2nc3c(s2)CCCC3)o1	.	-3%	?	-5%	-12%	-12%	14µM*	?
O=C(O)c1cc(-c2cccnc2)nc2ccc(Br)cc12	.	5%	-3%	i	2%	.	27%	1%
C=CCOc1ccc(CN(C)CC(=O)N(CC(C)C)c2c(N)n(CC(C)C)c(=O)[nH]c2=O)cc1	2%	-13%	-16%	1%	-14%	-3%	8%	5%
Cc1ccc(C)c2[nH]c(=O)c(CN(Cc3nnnn3C3CCCCC3)CC3CCCO3)cc12 (stereo unspecified)	26%	1.8µM*	-2%	-7%	5%	9%	1%	0%
CC1(C)Cc2nc3scc(NC(=O)c4ccccc4)c3cc2CO1	-1%	.	-7%	-4%	6%	.	.	.
COc1cccc(-c2cc(C(F)(F)F)nc(NCc3ccco3)n2)c1	28%	-1%	-11%	-12%	?	?	-13%	0%
O=S(=O)(CCN1CCN(c2ccccn2)CC1)c1ccc(F)cc1	0%	.	0%	1%	7%	.	.	.
CCOC(=O)c1ccc(NC(=O)Cn2nnc(-c3ccccc3C)n2)cc1	.	-12%	5%	-12%	3%	0%	17%	2%
CC(C)NC(=O)c1nn(C)c2ccccc12	-5%	-1%	6%	-1%	?	5%	-2%	-3%
O=C(C[n+]1cc(-c2ccc(Cl)cc2)n2c1CCC2)Nc1nc(-c2ccc(F)cc2)cs1	-20%	.	?	-3%	1%	.	.	.
COc1ccc(/C=N/NC(=O)C2C3CCCCC32)cc1OC (stereo unspecified)	.	?	-6%	-1%	5%	-2%[46 µM]	-10%	2%
Cc1ccc(NC(=O)C2CC(=O)N(C(C)C)C2)cc1Cl (stereo unspecified)	43%[activator]	-1%	8%	i	-2%	.	.	3%
COc1ccc(C(=O)NNC(=O)Cc2ccc([N+](=O)[O-])cc2)cc1	0%	?	0%	-12%	7%	-10%	-1%[1.84 µM]	-1%
Fc1ccc(N2Cc3ccsc3C=N2)cc1	18%	4%	-15%	-7%	-7%	1%[46 µM]	19%	-4%
COc1ccc(CNC(=O)COC(=O)c2n[nH]c3ccccc23)cc1	-3%	21%	-8%	i	-5%	?	-10%	-2%
O=C(C1=C[C@H](c2ccc(C(F)(F)F)cc2)C[C@H](OCCCCO)O1)N1CCOCC1	9%	-6%	-1%	-3%	-10%	.	.	.
COc1cc2c3nnc(-c4ccc(F)cc4)c-3cn(Cc3ccccc3)c2cc1OC	7%	?	?	28%	?	?	17%	-1%
Cc1cc(C(N)=O)c2ccccc2n1	5%	4%	-8%	i	5%	9%	2%	2%
CCN(CC)C(=O)CSc1nnc(-c2ccco2)n1N	3%	10%	-6%	-1%	-6%	10%	-9%	4%
O=C(/C(=N\Nc1ccc([N+](=O)[O-])cc1)Sc1nnnn1-c1ccccc1)c1ccccc1	-19%	3.2µM*	?	-10%	5%	?	-86%[inhibitor]	-1%
CCc1[nH]nc(C(=O)N2CCCC(CNS(=O)(=O)c3cccs3)C2)c1C (stereo unspecified)	4%	4%	-1%	i	3%	12%[46 µM]	.	-4%
CCOc1ccc2nc(-c3ccc(OC)c(OC)c3)cc(C(=O)O)c2c1	.	7%	-16%	-9%	?	0%	?	3%
Nc1c(C(=O)c2ccccc2)sc(Nc2ccccc2)c1S(=O)(=O)c1ccccc1	11%[11.4 µM]	?	-7%	-7%	?	?	-14%	3%
CC(C)(C)c1nnc(NC(=O)NS(=O)(=O)c2ccccc2)s1	-5%	?	-7%	-1%	1%	-2%	-14%	-4%
CCOC(=O)c1c(C)n(CC(O)CN(C)C)c2cc(Br)c(OC)cc12 (stereo unspecified)	-8%	?	-2%	i	-6%	-19%[46 µM]	-7%	-1%
COC(=O)c1sccc1NC(=O)c1csc(C)c1	19%	-12%	-16%	-5%	-8%	-13%	9%	0%
O=c1cc(NC2CCCCCC2)[nH]c(=O)[nH]1	.	0%	-4%	i	4%	4%	1%	1%
CCCCOc1ccc(C(=O)NCC(=O)NCC(=O)OCC)cc1	-26%[11.4 µM]	-1%	4%	-15%	7%	-10%	?	2%

Screens (PubChem BioAssay)

Some of the compounds tested. The share of hits here may be higher or lower than overall.
